High-throughput results: PubChem, National Center for Advancing Translational Sciences (NCATS)
GRP78 ERSR act: ER stress response induction in glioma; U87-MG GRP78 promoter luciferase reporter, 16 h; Potency, µM, for the others: top-dose activation, usual class: activators; 420,000 compounds, 0.02% hits; further: potency means the concentration at half of the fitted maximal effect; series mostly up to about 76 µM; % of control where 0% means no effect; nearly all actives have a fitted effect of over 35% in size
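ERSR induction read as luciferase luminescence (Bright-Glo, 10 min at room temperature) in stably transfected human U87-MG glioma cells exposed to compounds for 16 h, using GRP78 as sensor.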
RXFP1 ag: activates the human relaxin receptor RXFP1. HEK293T-RXFP1 cAMP TR-FRET, 30 min; response scale: percent of porcine relaxin response, buffer zero. 370,000 compounds, 0.3% hits. Q9HBX9. Potency, µM (top dose mostly 57.5 µM), for inactives: at the highest dose activation, actives largely listed as activators; further: potency means the concentration at half of the fitted maximal effect; on the % scale 0 is the no-effect control and ±100 the full control effect; nearly all actives have a fitted effect of over 60% in size; many of its hits are not listed in these tables
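HEK293 cells stably expressing RXFP1, treated 30 min at 37C with compounds plus PDE4 inhibitor Ro 20174; cAMP measured by HTRF TR-FRET. Normalized to buffer and 29 nM porcine relaxin; EC50 by Hill fit.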
LDHA block: blocks human lactate dehydrogenase A; purified LDHA, NADH/diaphorase-resazurin fluorescence; hits give low values; activity change, % (values are at about 110 or 230 µM); 480,000 compounds, 0.15% hits; in the data active means activity change below about -30%; inconclusive means mostly about -25% to -30%;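 further: plate controls were DMSO wells for no effect and wells without enzyme for full effect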
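Enzyme activity of human lactate dehydrogenase 5 (2 nM; 0.06 mM NADH, 0.2 mM pyruvate, 5 min, RT) is measured via a resazurin/diaphorase fluorescence readout of residual NADH.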
IDH1 R132H inh: human IDH1 R132H inhibition; O75874; IDH1-R132H enzyme, NADPH consumption, diaphorase/resazurin fluorescence; Potency, µM (top dose mostly 76.6 µM), without a hit: at the top dose activity change, negative = inhibition, actives largely listed as inhibitors; 390,000 compounds, 0.093% hits; further: potency means the concentration at half of the fitted maximal effect; on the % scale 0 is the no-effect control and ±100 the full control effect; nearly all actives have a fitted effect of over 65% in size
Target sequence (O75874 whole entry R132H, stated change not applied): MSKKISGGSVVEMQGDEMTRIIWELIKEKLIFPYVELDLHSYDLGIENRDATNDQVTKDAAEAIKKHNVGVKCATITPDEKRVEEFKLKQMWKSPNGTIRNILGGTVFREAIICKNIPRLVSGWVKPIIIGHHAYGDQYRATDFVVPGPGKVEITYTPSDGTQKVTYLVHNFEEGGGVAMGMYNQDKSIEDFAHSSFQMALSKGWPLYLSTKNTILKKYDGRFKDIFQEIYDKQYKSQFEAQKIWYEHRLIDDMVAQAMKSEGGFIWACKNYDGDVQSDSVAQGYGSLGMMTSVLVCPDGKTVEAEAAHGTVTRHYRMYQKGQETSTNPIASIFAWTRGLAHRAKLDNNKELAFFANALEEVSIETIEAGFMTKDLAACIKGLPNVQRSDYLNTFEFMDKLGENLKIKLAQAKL
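IDH1-R132H (0.5 ug/mL) preincubated 30 min with compound, then NADPH (0.016 mM) and alpha-KG (2 mM) added; 80 min at RT, pH 7.5. Remaining NADPH coupled via diaphorase/resazurin to fluorescence (540/590 nm); concentration-response curves normalized to no-enzyme control.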
Vif-A3G inh: inhibitors of Vif-APOBEC3G interaction. Q9HC16. HeLa A3G-eYFP + Vif (tagged APOBEC3G with the HIV-1 protein that degrades it), YFP fluorescence, overnight. Potency, µM (doses to about 46.1 µM), inactives show at the highest dose activity, negative = active, actives largely listed as inhibitors. 410,000 compounds, 0.076% hits. AID 602310;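 further: potency means the concentration at half of the fitted maximal effect; on the % scale 0 is the no-effect control and ±100 the full control effect; nearly all actives have a fitted effect of over 60% in size; hits raise eYFP signal because A3G escapes Vif-driven loss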
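HeLa cells stably expressing Vif and C-terminally eYFP-tagged A3G, seeded overnight at 37 deg C, then exposed to compound by pintool overnight at 37 deg C. Rise in yellow fluorescence (Ex 488/Em 500-530, Acumen) marks blocked Vif-driven A3G degradation.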
USP1 inh: USP1/UAF1 (human) deubiquitinase inhibition; Potency, µM (titrated, usually from 57.1 µM), without a hit: top-dose activity change, negative = inhibition, usual class: inhibitors; O94782; recombinant USP1/UAF1, Ub-Rhodamine cleavage fluorescence; 390,000 compounds, 0.23% hits; AID 743255; further: potency means the concentration at half of the fitted maximal effect; on the % scale 0 is the no-effect control and ±100 the full control effect; nearly all actives have a fitted effect of over 60% in size; inactives centre near -12
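USP1/UAF1 complex (1 nM) preincubated 15 min at room temperature with compound, then Ub-Rho substrate (150 nM final) added. Kinetic fluorescence at 480/540 nm over 6 reads at 60 s intervals; 50 mM HEPES pH 7.8, 0.5 mM EDTA, 0.1 mg/ml BSA, 1 mM TCEP, 0.01% Tween-20.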
TrxR1 substrate: is turned over as a substrate by rat TrxR1. O89049. purified TrxR1 substrate turnover, NADPH consumption readout. Potency, µM (series often up to 114 µM), for the others: at the highest dose activity change, negative = substrate turnover. 390,000 compounds, 0.01% hits. AID 588456; further: potency means the concentration at half of the fitted maximal effect; on the % scale 0 is the no-effect control and ±100 the full control effect; nearly all actives have a fitted effect of over 50% in size
Target sequence (O89049 whole entry, looked up): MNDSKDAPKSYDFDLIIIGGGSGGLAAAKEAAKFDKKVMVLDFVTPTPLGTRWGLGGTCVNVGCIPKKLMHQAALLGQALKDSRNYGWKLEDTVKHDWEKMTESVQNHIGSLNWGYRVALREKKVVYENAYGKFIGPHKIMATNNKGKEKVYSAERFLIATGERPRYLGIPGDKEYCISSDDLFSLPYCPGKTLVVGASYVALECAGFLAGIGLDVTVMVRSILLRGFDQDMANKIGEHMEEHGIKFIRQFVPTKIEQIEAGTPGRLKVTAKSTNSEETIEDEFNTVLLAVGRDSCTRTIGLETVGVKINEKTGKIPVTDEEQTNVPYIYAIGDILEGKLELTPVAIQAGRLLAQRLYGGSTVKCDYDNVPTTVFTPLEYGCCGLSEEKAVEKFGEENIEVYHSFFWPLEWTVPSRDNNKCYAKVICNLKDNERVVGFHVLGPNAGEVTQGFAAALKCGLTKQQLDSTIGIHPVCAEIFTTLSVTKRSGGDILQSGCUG
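Rat TrxR1, dispensed at 90 nM, was prereduced with 400 uM NADPH (final) for 5 min at ~22 deg C, then incubated with compound 15 min before 400 uM selenite. A first-read NADPH fluorescence drop versus no-compound background flagged substrates.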
PI4K2A inh: PI4K2A (human) kinase inhibition; 420,000 compounds, 0.13% hits; AID 1346378; purified PI4K2A, ADP-Glo luminescence, 1 h; hits give low values; activity change, negative = inhibition, % at 76.9 µM; Q9BTU6; in the data active means activity change below about -50%; inconclusive means mostly about -30% to -49%;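 further: -100% = wells without enzyme as full effect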
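Compounds are screened against recombinant PI4K2A using PI as substrate and ATP, the latter dispensed at 300 microM. Reactions run one hour at ambient temperature before ADP-Glo detection; full inhibition defined by wells lacking enzyme.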
Vif-A3F inh: blocks the Vif interaction with APOBEC3F. 390,000 compounds, 0.2% hits. Potency, µM (doses to about 46.1 µM), without a hit: at the top dose activity, negative = active. AID 602313. HeLa A3F-eYFP + Vif (tagged APOBEC3F with the HIV-1 protein that degrades it), YFP fluorescence increase; further: potency means the concentration at half of the fitted maximal effect; % of control where 0% means no effect; nearly all actives have a fitted effect of over 65% in size
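HeLa cells stably expressing Vif plus C-terminally eYFP-tagged A3F were seeded, incubated overnight at 37 deg C, dosed with compound, incubated overnight again at 37 deg C. Yellow fluorescence (Ex 488/Em 500-530) reported blocked Vif-mediated A3F-eYFP degradation.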
* = called active by the depositor; ? = inconclusive; . = not tested or not shown; & = joins results of further samples; [ ] = another dose, or the depositor's remark. Unless noted, the call rests on the fitted dose curve; in most records, active means well fitted curve in the direction sought with a large enough effect; inconclusive means small, poorly fitted or top-dose-only effect, or another doubt; inactive means no such curve, though single readings can be large; an effect the other way counts as inactive or inconclusive.

SMILES | GRP78 ERSR act | RXFP1 ag | LDHA block | IDH1 R132H inh | Vif-A3G inh | USP1 inh | TrxR1 substrate | PI4K2A inh | Vif-A3F inh
COc1cc(C(=O)Nc2ccc(-c3cc(C(F)(F)F)nn3-c3ccccc3)cc2)cc(OC)c1OC | . | 3.2% | -4 | . | . | -7% | 3% | -4 | .
OCCOCCN1CCN(C2=Nc3ccccc3Sc3ccccc32)CC1 | -3%&0%&-4%&-2% | 1.7%&0.4% | -10&-3 | -7%&14% | 0%&1% | 14%&-27% | -7%&1% | -1&1&3 | 4%&3%
COCC#Cc1ccc2c(c1)O[C@@H](CN(C)C(=O)Nc1ccc(OC)cc1)[C@H](C)CN([C@H](C)CO)S2(=O)=O | -1% | . | -3 | 8% | -2% | -15% | . | 7 | -4%
CC(C)CCn1cnc2c([nH]c3cccc(Cl)c32)c1=O | -3% | 1.2% | -4 | 1% | -13% | -14% | 10%[57.1 µM] | -6 | -20%
COc1ccc(OC)c(S(=O)(=O)N(C)CC(=O)Nc2ccc3c(c2)OCCO3)c1 | -5% | 2.0% | -5 | 2% | 0% | -13% | -3% | 1 | -3%
COc1cc(C2C(C(C)=O)=C(O)C(=O)N2CCN(C)C)ccc1O (stereo not drawn) | -5% | -3.3% | 1 | 0% | 8% | 4% | -3%[11.4 µM] | -5 | 6%
O=C(Nc1ccc2oc(-c3ccccc3Cl)nc2c1)c1cncc(Br)c1 | 5% | ? | -9 | 2% | 3% | -1% | 80%[activator][57.1 µM] | -1 | -15%
CCN(CC)CCNC(=O)c1ccc(NC(=O)c2ccc(S(=O)(=O)N(C)c3ccccc3OC)cc2)cc1 | 1% | . | -8 | 5% | 0% | -13% | -4% | -3 | -4%
COc1ccccc1OCCC(=O)OCC(=O)NCc1ccc(Cl)cc1 | -4% | -0.4% | -6 | -5% | 0% | -16% | 10%[57.1 µM] | 4 | -10%
O=C(CO/N=C/c1ccc(OC(F)F)cc1)NCc1ccc(F)cc1 | -1% | 1.6% | -4 | -1% | -7% | -8% | 0%[57.1 µM] | 0 | -6%
CCOc1cccc2sc(N3CCN(C(=O)C(C)(C)C)CC3)nc12 | -2% | 1.1% | 3 | 8% | 0% | -24% | 5%[57.1 µM] | 3 | -3%
CCOC(=O)NCc1ccc(Cl)c(Cl)c1 | 1% | 2.4% | -6 | 2% | -7% | -23% | 5%[57.1 µM] | 3 | -2%
CCCCNC(=O)CS(=O)Cc1nc(-c2cccc(C)c2)oc1C (stereo not drawn) | -4% | 1.1% | -1 | -5% | 0% | -9% | 6%[57.1 µM] | 7 | -13%
C/C=C/c1ccc(OCCCNC(C)CC)c(OC)c1 (stereo not drawn) | -6% | -0.2% | -20 | -4% | -5% | 0% | -4% | -8 | .
COc1ccc(-n2cc(C(=O)Nc3cc([N+](=O)[O-])ccc3OC)c3ccccc3c2=O)cc1 | 2% | 1.7% | -5 | 9% | 0% | -19% | -10% | 3 | -20%

Entries above that have a Cl atom:
SMILES | GRP78 ERSR act | RXFP1 ag | LDHA block | IDH1 R132H inh | Vif-A3G inh | USP1 inh | TrxR1 substrate | PI4K2A inh | Vif-A3F inh
CC(C)CCn1cnc2c([nH]c3cccc(Cl)c32)c1=O | -3% | 1.2% | -4 | 1% | -13% | -14% | 10%[57.1 µM] | -6 | -20%
O=C(Nc1ccc2oc(-c3ccccc3Cl)nc2c1)c1cncc(Br)c1 | 5% | ? | -9 | 2% | 3% | -1% | 80%[activator][57.1 µM] | -1 | -15%
COc1ccccc1OCCC(=O)OCC(=O)NCc1ccc(Cl)cc1 | -4% | -0.4% | -6 | -5% | 0% | -16% | 10%[57.1 µM] | 4 | -10%
CCOC(=O)NCc1ccc(Cl)c(Cl)c1 | 1% | 2.4% | -6 | 2% | -7% | -23% | 5%[57.1 µM] | 3 | -2%

The list goes on:
SMILES | GRP78 ERSR act | RXFP1 ag | LDHA block | IDH1 R132H inh | Vif-A3G inh | USP1 inh | TrxR1 substrate | PI4K2A inh | Vif-A3F inh
O=C(COc1ccccc1)Nc1cc(S(=O)(=O)N2CCOCC2)ccc1N1CCCC1 | -3% | 1.3% | -3 | 10% | 0% | -16% | -5% | 5 | -4%
N#Cc1ccc(OCC(=O)Nc2ccncc2)cc1 | -3% | 5.9% | 0 | 8% | -6% | -3% | 5% | -1 | -14%
C=CC1=CCN(S(=O)C(C)(C)C)[C@H]1CCO (stereo partly drawn) | -3% | . | 5 | 11% | 1% | -19% | 3% | 4 | -3%
CCOC(=O)c1[nH]c2ccccc2c1NC(=O)C1CCCCC1 | -1% | -2.0% | -18 | -1% | 1% | -9% | 18% | 1 | -4%
COCCNC(=O)C1(C)CCN(C(=O)c2ccc(OC)c(F)c2)C1 (stereo not drawn) | -2% | . | -2 | . | 1% | . | . | -1 | .
O=S(=O)(c1ccc(-c2ccccn2)s1)N1CCC2(CC1)OCCO2 | -4% | 1.4% | -5 | 5% | 2% | 5% | 8%[11.4 µM] | 0 | -24%
COc1ccc(CCNC(=O)c2ccc3c(c2)OCO3)cc1 | 5% | -0.7% | -11 | 0% | 8% | -19% | 5% | 5 | ?
CCOC(=O)c1ccccc1NC(=O)CSc1nc2ccccc2n1CC(=O)N1CCCC1 | -3% | 1.6% | -2 | 9% | 1% | -12% | 7% | 0 | -5%
COCCNc1nc(NCc2cnc(C)cn2)c2sccc2n1 | -1% | . | -6 | . | -16% | . | . | -1 | .
C=C(C)CN(Cc1ccccc1)C(=S)Nc1ccccc1 | -4% | -0.6% | -1 | -3% | -2% | -18% | -1% | -1 | -13%
O=C(CSc1n[nH]c(-c2ccccc2)n1)Nc1ccccc1O | -2% | 1.4% | -2 | 6% | -5% | -7% | -4% | 1 | -4%
COc1ccccc1N(CC(O)COc1ccccc1C)S(=O)(=O)c1ccccc1 (stereo not drawn) | -4% | -1.2% | -11 | 3% | -5% | ? | 5%[57.1 µM] | 1 | 6%
Cc1c(N/N=C(\C#N)C(=O)c2ccc(Cl)cc2)c(=O)n(-c2ccccc2)n1C | -7% | 1.3% | -7 | -9% | -17% | -14% | -16% | 3 | ?
COCCCNC(=O)C(=O)NC1CCCCCC1 | 5% | 1.0% | -1 | 3% | 1% | 4% | -2% | 1 | -1%
Fc1cccc(CSc2nnc3ccc(-c4ccncc4)nn23)c1 | -6% | 2.4% | -2 | -3% | 0% | -9% | 6% | 2 | -6%
Cc1cc(C)n(CC(=O)N/N=C/c2cccc([N+](=O)[O-])c2)n1 | 0% | -0.1% | -8 | 10% | 0% | -1% | -8% | 1 | 7%
COc1cc(C(C(=O)NC2CCCC2)N(Cc2ccccc2)C(=O)c2snc(C(N)=O)c2N)ccc1O (stereo not drawn) | -3% | -0.4% | -2 | 8% | -8% | -22% | -11%[57.1 µM] | -4 | 13%
c1ccc(CCn2nnnc2CN2CCCc3ccccc32)cc1 | 8% | 0.5% | 10 | 1% | -1% | -13% | 11%[57.1 µM] | -4 | 10%
O=C(/C=C/c1cccc([N+](=O)[O-])c1)OCC(=O)N1CCOCC1 | -2% | -1.5% | 0 | 9% | -4% | -1% | -9% | -2 | 11%
Nc1nnc(SCC(=O)Nc2cccc3ccccc23)s1 | -3% | -1.3% | -9 | 15% | -2% | -3% | -3%[57.1 µM] | -4 | 0%
CC(C)c1nc(C(=O)N2CCCC(N3CCN(c4cccc(Cl)c4)CC3)C2)cs1 (stereo not drawn) | -2% | 1.3% | -4 | 0% | 6% | -8% | -2% | 1 | 2%
Cc1ccc(S(=O)(=O)Nc2cc(C(F)(F)F)ccc2N2CCOCC2)cc1C | 0% | 2.3% | 3 | 5% | 0% | 0% | -5% | 2 | -16%
Cc1nn(Cc2ccc(Cl)c(Cl)c2)c(C)c1NC(=O)c1cc(C2CC2)on1 | -4% | 1.9% | -4 | -1% | -7% | ? | -3% | -4 | -5%
CCOCC(=O)Nc1cc([N+](=O)[O-])ccc1OC | -1% | 0.8% | -10 | 2% | 1% | -18% | -1% | -1 | 0%
Cc1nc(C(F)(F)F)ccc1C(=O)N1CCCCCC1(C)C(=O)NCC(C)C (stereo not drawn) | -3% | . | 0 | . | 2% | . | . | -2 | .
COc1ccc(/C=N/NC(=O)CNC(=O)c2ccncc2)cc1OC | 0% | 1.5% | -5 | 8% | 12% | -4% | -5% | -2 | -7%
Cn1ncc([N+](=O)[O-])c1C(=O)N1CCOCC1 | -3% | 1.4% | -7 | -3% | -6% | -5% | -8% | 2 | -6%
O=C1COc2ccc(C(=O)CSc3nnc(Cc4ccccc4)o3)cc2N1 | -5% | 27% | -15 | -1% | -3% | -19% | 4% | -7 | -3%
Cc1cc(C)n2nc(C(=O)Nc3ccc4c(c3)OCO4)cc2n1 | -3% | 1.8% | 1 | 16% | -2% | -20% | 1% | -3 | -1%
c1ccc(Cn2c[n+](Cc3ccccc3)cn2)cc1 | -4% | 5.5% | -1 | 0% | 1% | -8% | -10% | 3 | -5%

This is a subset. The share of hits here may be higher or lower than overall.
